EBI2 antag = EBI2 receptor antagonists, beta-arrestin recruitment, primary screen, cell-based, luminescence, 7a,25-OHC stimulation, uHTS. inhibition, % at 5 µM. G-protein coupled receptor 183 (Homo sapiens), P32249. 0.81% of 360,000 active. 7a,25-OHC stimulated; in the data active = inhibition above about 38%;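 note: enzyme fragment complementation signal reports receptor beta-arrestin coupling in cells; 0% = agonist plus DMSO wells and 100% = wells without agonist; some results beyond the cut were filed as inactive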
Target sequence (P32249 whole entry, looked up, the tested form may be a part): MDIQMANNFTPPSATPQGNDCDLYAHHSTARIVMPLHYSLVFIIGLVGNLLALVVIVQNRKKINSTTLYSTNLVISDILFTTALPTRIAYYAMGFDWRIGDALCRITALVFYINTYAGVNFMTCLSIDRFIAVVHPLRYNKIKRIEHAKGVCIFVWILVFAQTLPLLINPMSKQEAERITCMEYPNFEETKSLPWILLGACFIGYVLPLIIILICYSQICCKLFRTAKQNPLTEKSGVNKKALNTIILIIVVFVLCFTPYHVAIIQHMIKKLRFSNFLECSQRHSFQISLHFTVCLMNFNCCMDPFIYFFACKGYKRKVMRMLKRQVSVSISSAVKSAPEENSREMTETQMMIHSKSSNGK
A3A deaminase = APOBEC3A ssDNA deaminase inhibitors, primary screen, selectivity assay for APOBEC3G inhibitor project, biochemical, FAM/TAMRA oligo cleavage fluorescence | recombinant A3A, FAM/TAMRA ssDNA deamination fluorescence | DNA dC->dU-editing enzyme APOBEC-3A (Homo sapiens), P31941 | 0.41% of 330,000 active | inhibition, % at 20 µM | AID 493011, 2011;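 active = at least 40% inhibition at 20 µM here, with at most 30% in a related deaminase screen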;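 note: plate controls were A3A with DMSO for no effect and wells lacking A3A enzyme for full effect; some results filed as inactive read as strong as hits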
A3G deaminase = APOBEC3G DNA deaminase inhibitors, primary screen, biochemical, fluorescence, single-stranded DNA substrate, uHTS. AID 493012, 2011. 0.28% of 330,000 active. recombinant A3G, ssDNA deamination FAM/TAMRA fluorescence. inhibition, % at 20 µM. DNA dC->dU-editing enzyme APOBEC-3G (Homo sapiens), Q9HC16;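 active = inhibition of at least 40% at 20 µM, with no more than 30% in the related APOBEC3A deaminase screen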;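 note: plate controls were DMSO wells with A3G for no effect and wells lacking A3G enzyme for full effect; some compounds called inactive have numbers as strong as hits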
Target sequence (Q9HC16 whole entry, looked up): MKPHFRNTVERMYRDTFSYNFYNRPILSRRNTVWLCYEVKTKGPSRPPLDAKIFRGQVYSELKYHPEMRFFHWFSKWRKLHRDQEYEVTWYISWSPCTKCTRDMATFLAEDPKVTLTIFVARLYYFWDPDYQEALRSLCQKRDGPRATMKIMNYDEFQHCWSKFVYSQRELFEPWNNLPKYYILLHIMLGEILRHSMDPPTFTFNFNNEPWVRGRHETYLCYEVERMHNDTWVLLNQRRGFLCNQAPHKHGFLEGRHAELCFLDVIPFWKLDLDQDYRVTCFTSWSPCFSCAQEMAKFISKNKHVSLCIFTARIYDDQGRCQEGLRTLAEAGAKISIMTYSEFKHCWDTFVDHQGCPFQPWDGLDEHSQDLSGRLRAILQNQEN
GRIN3A LBD mod = binders of NR3A ligand-binding domain, primary screen, biophysical, differential scanning fluorimetry, uHTS; Glutamate receptor ionotropic, NMDA 3A (GRIN3A) ligand-binding domain; NR3A LBD differential scanning fluorimetry, Tm shift; 0% = protein alone, 100% = glycine-bound protein; Tm shift relative to glycine control, % at 25 µM; 2.5% of 340,000 active; AID 1259313, 2017;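 active = melting temperature shift of at least 10% of the positive control shift, at one fixed dose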
CCR6 antag = CCR6 receptor antagonists, primary screen, cell-based, CHO-K1, luminescence, beta-arrestin, uHTS; CHO-K1 CCR6 PathHunter beta-arrestin, CCL20-stimulated; inhibition, % at 20 µM; 0.49% of 340,000 active; AID 493098, 2011;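 active = compounds whose inhibition of the agonist-driven luminescence signal at 20 µM reaches about 50%, limit read from the data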;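 note: cells stimulated with CCL20 at 14 nM final; plate controls were DMSO with CCL20 for no effect and DMSO without agonist for full effect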
Gli-Sufu block = Gli-Sufu pathway antagonists, primary screen, luciferase luminescence, Sufu-KO-LIGHT cells, uHTS; Sufu-KO-LIGHT fibroblasts, Gli luciferase reporter luminescence; inhibition, % at 5 µM; 0.74% of 340,000 active; AID 588413, 2011;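 active = inhibition above about 55%, limit read from the data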;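 note: 0% = DMSO-treated cells and 100% = wells with medium but no cells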
MPTP block = mitochondrial permeability transition pore inhibitors, primary screen, biochemical, isolated mouse mitochondria, absorbance. Ca2+ swelling absorbance, 30 min. inhibition, % at 10 µM. 1.4% of 360,000 active;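 active = inhibition of 50% or more, scaled per plate between neutral and stimulator controls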;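 note: 0% = DMSO wells given calcium and 100% = 1 mM EGTA wells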
CXCR6 inh = CXCR6 receptor inhibitors, primary screen, cell-based, beta-arrestin, luminescence, CHO-K1 PathHunter, 1536-well; inhibition, % at 20 µM; C-X-C chemokine receptor type 6 (Homo sapiens), O00574; 0.36% of 360,000 active; in the data active = inhibition above about 34%, passing the limit was not always enough;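 note: antagonist mode with CXCL16 agonist at 10 nM final; 0% = 10 nM CXCL16 with DMSO and 100% = unstimulated wells without agonist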
Target sequence (O00574 whole entry, looked up): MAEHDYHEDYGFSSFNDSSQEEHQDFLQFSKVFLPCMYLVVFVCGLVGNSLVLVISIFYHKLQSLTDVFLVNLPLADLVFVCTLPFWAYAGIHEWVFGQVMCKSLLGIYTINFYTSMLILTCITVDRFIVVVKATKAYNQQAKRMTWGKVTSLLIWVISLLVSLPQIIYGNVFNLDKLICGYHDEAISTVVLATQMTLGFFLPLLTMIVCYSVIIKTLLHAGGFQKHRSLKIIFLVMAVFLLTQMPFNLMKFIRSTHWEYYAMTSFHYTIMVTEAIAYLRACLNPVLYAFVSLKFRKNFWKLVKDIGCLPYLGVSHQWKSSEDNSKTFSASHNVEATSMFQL
Active calls of the source: *; · = not tested or not shown.

SMILES | EBI2 antag | A3A deaminase | A3G deaminase | GRIN3A LBD mod | CCR6 antag | Gli-Sufu block | MPTP block | CXCR6 inh
Cc1cc(C)c(S(=O)(=O)c2ccccc2)c(OC(=O)c2c(F)cccc2Cl)n1 | 7 | -3 | -2 | 3 | -6 | 0 | -1.4 | 3
CC(C)(C)n1nnnc1CN1C2CCC1CC(NC(=O)Nc1ccccc1)C2 (centres undefined) | 5 | -4 | -5 | -1 | 5 | 1 | -1.0 | -1
CCN(C(=O)COC(=O)c1cccnc1Nc1ccccc1F)C1CCS(=O)(=O)C1 (centres undefined) | -7 | 1 | -3 | -1 | 22 | -10 | -1.8 | 4
COc1ccc(C2NC(=O)NC(C)=C2[N+](=O)[O-])cc1OC (centres undefined) | 8 | -7 | -2 | -2 | 2 | 1 | -0.1 | 1
CCN(C(=O)C1CCCN1S(=O)(=O)c1cccc2nsnc12)c1ccccc1 (centres undefined) | 1 | -6 | -3 | 2 | 8 | 4 | 0.0 | 6
CC(=O)N1CCSc2ccc(S(=O)(=O)Nc3ccc(C)cc3)cc21 | -3 | -5 | -5 | 0 | 3 | 5 | -0.3 | -9
COc1cccc(C(=O)NC(=O)Nc2cc(C)[nH]n2)c1 | -2 | 7 | -1 | 0 | 1 | -51 | 1.2 | 7
CCOCCn1c(=O)c2c(nc3n2CCCN3CCc2ccccc2)n(C)c1=O | -3 | -6 | -6 | 1 | 14 | -2 | 0.0 | 4
Cc1ccc(N(C)S(=O)(=O)c2c(C)[nH]c(C)c2C(=O)N2CCCC2)cc1 | 2 | -2 | -5 | 2 | 3 | -28 | -3.5 | 2
CCCCNC(=S)NNC(=O)c1ccncc1 | 0 | 2 | 3 | 0 | 9 | -12 | -0.3 | -1
COc1ccc(CNc2ncc(-c3ccc(Br)cc3)n2C)cc1OC | 2 | -7 | -8 | -1 | 26 | 35 | 4.6 | 7
O=C(Nc1ccccc1)c1ccc(-c2ccc([N+](=O)[O-])cc2)o1 | 11 | -2 | -5 | 6 | 2 | -28 | 0.9 | -6
O=C(CCc1ccccc1)NNC(=O)c1ccc(F)cc1 | 2 | -6 | -7 | 0 | -9 | -6 | -0.8 | 1
Cc1nn(-c2cccc([N+](=O)[O-])c2)c(N)c1-c1ccccc1 | 1 | -2 | -6 | 0 | 13 | -67 | -0.7 | -8
Cn1c(Cl)cnc1C1CC(=O)c2cc(Cl)ccc2O1 (centres undefined) | 43 | 3 | 2 | 1 | 1 | 15 | -0.8 | 6
CCn1c(SC)nc2cc(S(=O)(=O)N3CCCCC3)ccc21 | -4 | -1 | -1 | 1 | 6 | · | -0.8 | -8
COc1ccccc1NS(=O)(=O)c1cc(NC(=O)Cn2cnc3c2c(=O)n(C)c(=O)n3C)ccc1C | 9 | -5 | -9 | -1 | 13 | 0 | 0.4 | -16
Cc1ccc(S(=O)(=O)N2CCCCC2)cc1NC(=O)CSCC(=O)O | 1 | 2 | -6 | -2 | 0 | 6 | -1.6 | -10
CCN1CCN(c2cc(C)c3cc(NC(=S)N4CCN(c5ccc(F)cc5)CC4)ccc3n2)CC1 | 8 | 3 | -7 | -2 | 20 | 11 | -0.8 | 7
COc1cccc(NC(=O)CN(C)C(=O)c2ccc(COc3ccccc3)o2)c1 | 2 | 0 | -6 | 0 | -1 | 4 | -0.1 | 2
Nc1ncnc2c1ncn2[C@@H]1O[C@H](CNCc2cn(CC(=O)NC3CC3)c3ccccc23)[C@@H](O)[C@H]1O | -10 | -4 | -3 | -1 | -12 | -2 | -0.4 | -8
Cc1cccc(NC(=O)c2ccc([N+](=O)[O-])cc2Cl)n1 | -21 | -6 | -7 | -3 | -15 | -9 | -1.1 | -11
Cn1c(SCC(=O)NCCc2ccccc2)nnc1-c1ccco1 | 2 | -1 | 0 | -4 | 3 | 7 | -1.0 | -1
Cc1c(C(=O)N2CCN(C)CC2)oc2ccc(S(=O)(=O)N3CCOCC3)cc12 | 3 | 3 | 2 | -2 | -1 | 11 | -1.0 | -6
COc1cc(OC)c(OC)cc1CNC(=O)c1cc(=O)[nH]c2ccccc12 | 4 | 21 | -1 | -1 | 32 | 1 | 1.0 | 0

Later entries.
SMILES | EBI2 antag | A3A deaminase | A3G deaminase | GRIN3A LBD mod | CCR6 antag | Gli-Sufu block | MPTP block | CXCR6 inh
COCC(=O)N1CCC(Oc2ccc(C(=O)NCCCC3CCCC3)cc2)CC1 | -12 | 2 | 1 | -1 | 8 | 31 | -2.5 | 5
COc1ccc(S(=O)(=O)N2CCC(C(=O)NCC(=O)Nc3c(C)cccc3C)CC2)cc1OC | -1 | · | · | 0 | 3 | 16 | 0.5 | -5
C/C(Cl)=C/Cn1c(SC(C)C)nc2c1c(=O)[nH]c(=O)n2C | 3 | 0 | 1 | -2 | 17 | 10 | 2.2 | -11
COc1ccc(N(CC(=O)Nc2ccc(F)cc2)S(=O)(=O)c2ccccc2[N+](=O)[O-])c(OC)c1 | 2 | -4 | -6 | -2 | 9 | 7 | 2.9 | 0
Cc1cc(N2CCN(Cc3ccccc3)CC2)n2nc(C)c(-c3ccccc3)c2n1 | 47* | -5 | -5 | 2 | 6 | 4 | 5.6 | 2
Cc1ccc(-c2nc(NC(=O)c3nn(C)cc3[N+](=O)[O-])sc2C)cc1 | 27 | 1 | 0 | -4 | 9 | 11 | 0.5 | 3
O=C(CSc1nnnn1-c1ccccc1)Nc1ccc(N2CCOCC2)cc1 | -6 | 4 | -9 | 1 | 4 | 3 | -0.9 | 1
O=C(Nc1nnc(-c2ccccc2)o1)C1CCCN1S(=O)(=O)c1cccs1 (centres undefined) | -7 | -2 | -3 | 0 | 4 | -7 | -0.6 | 0
O=C(CCC(=O)N1CCN(S(=O)(=O)c2ccccc2)CC1)NC1CCCc2ccccc21 (centres undefined) | -20 | -4 | -6 | 1 | 5 | 5 | 0.2 | 0
CC(=O)c1c(C)[nH]c(C(=O)CSc2nnc(-c3cccs3)n2Cc2ccccc2)c1C | 4 | 1 | -4 | -2 | 13 | -5 | -2.2 | -2
CC(=O)c1ccc(O)c(CSC2=NCCS2)c1 | 2 | 3 | -14 | 1 | 16 | 2 | 0.2 | 6
CC(=O)c1sc2nc(SCC(=O)N3CCCCC3)[nH]c(=O)c2c1C | -4 | 2 | -6 | 0 | 0 | 4 | -2.0 | 9
COc1ccc(S(=O)(=O)Nc2ccc(N(C)C(C)=O)cc2)cc1 | -10 | 1 | 1 | -1 | 5 | -2 | 1.8 | -2
C=CCNc1nc(N(c2ccccc2)c2ccccc2)nc(-n2ccnc2)n1 | 16 | -2 | -6 | 1 | 0 | 19 | 9.1 | -9
O=C(/C=C/c1ccccc1)Nc1ccc2c(c1)OCCO2 | 9 | -3 | -6 | -37 | 4 | -154 | -2.5 | 2
Cc1ccc2nc(NCCc3ccc(Cl)cc3)c3nncn3c2c1 | 1 | 0 | 1 | -1 | 1 | 6 | 0.4 | 3
Nc1c(S(=O)(=O)c2ccccc2)cnc2c(-c3ccc(F)cc3)cnn12 | 25 | -1 | -3 | 4 | 7 | -18 | -1.4 | -2
CC(NC(=O)c1ccc(NC(=O)CC2SC(N3CCCC3)=NC2=O)cc1)c1ccc(F)cc1 (centres undefined) | -5 | -2 | -8 | 1 | 4 | · | -0.8 | 12
C#CCOCCOCCOCCNc1nc(N2CCN(C(=O)CCCCCCCCCCNC(=O)Cn3cc(C[C@@H](C)O)nn3)CC2)nc(N2CCN(C(=O)CCCCCCCCCCNC(=O)[C@H](CO)n3cc(CCCSC)nn3)CC2)n1 | 6 | -4 | -1 | 2 | 16 | 20 | -2.1 | 13
Cc1ccc(-c2nc(-c3cccnc3)sc2CC(=O)Nc2ccc3nc(C)sc3c2)cc1 | 26 | -4 | -7 | 0 | -1 | 17 | 4.4 | 24
CC(=O)NC1CCN(C(=O)N2CCCC2)CC1 | 1 | 0 | -7 | 1 | 3 | 9 | -0.2 | -6
O=C(O)c1sc2ncccc2c1OCc1ccccc1 | 9 | 0 | 1 | 2 | 13 | 24 | -0.9 | -16
O=C(COc1cc(Cl)ccc1Cl)Nc1nnc(C2CC2)s1 | -1 | 0 | -11 | 0 | 6 | 1 | 0.4 | -2
C/C(=N\NC(=O)c1cccc(Cl)c1)c1cccc(NC(=O)c2ccco2)c1 | -17 | -5 | -7 | 2 | -1 | 7 | -1.2 | -9
O=C(Cn1cncn1)c1ccccc1 | -5 | 4 | 0 | -1 | -7 | 1 | -0.1 | -2

Further compounds.
SMILES | EBI2 antag | A3A deaminase | A3G deaminase | GRIN3A LBD mod | CCR6 antag | Gli-Sufu block | MPTP block | CXCR6 inh
COc1ccccc1CNC(=O)CCNS(=O)(=O)c1ccc2c(c1)oc(=O)n2C | 0 | -3 | -3 | 0 | 13 | -7 | -0.7 | 4
COc1ccc(Cl)cc1NC(=O)CN(C)CC(=O)Nc1cccc(S(=O)(=O)N2CCCC2)c1 | 4 | -1 | -2 | -12 | 20 | 12 | -1.8 | -3
COc1ccc(N2CCN(Cc3nc4scc(-c5cccs5)c4c(=O)[nH]3)CC2)cc1 | -1 | 3 | -1 | 0 | 8 | 2 | 3.0 | 0
COc1ccc(NC(=O)Cc2c(C(=O)O)n(C)c3ccccc23)cc1OC | -3 | -4 | -6 | -2 | 3 | -8 | -2.6 | 0
O=C(NCCc1ccc(F)cc1)c1cccs1 | 2 | -5 | -10 | 0 | 2 | 7 | 0.5 | 5
CC1CN(c2nnnn2-c2ccccc2)CC(C)O1 (centres undefined) | -5 | 0 | -5 | 0 | 7 | 3 | -1.1 | -4
CCOc1cc(C2CC(=O)c3c(ccc4ccccc34)N2)ccc1O (centres undefined) | -12 | -2 | -3 | -1 | 16 | 2 | 0.8 | 4
O=C(CNC(=O)c1ccc([N+](=O)[O-])cc1)N/N=C/c1c[nH]c2ccccc12 | -3 | -5 | -7 | -1 | -13 | -2 | -0.8 | -7
Cc1ccc(Nc2nnc(C(C)(C)C)c(=O)n2N)cc1 | 4 | -1 | -6 | -5 | 5 | -4 | 0.2 | 4
Cc1ccc(CNC(=O)[C@H](Cc2ccccc2)NC(=O)c2ccco2)cc1 | 0 | -3 | -6 | 0 | -4 | 2 | -1.0 | -4
COc1ccc(CNC(=O)C2CCN(C(=O)[C@@H]3Cc4ccccc4CN3)CC2)cc1 | -17 | -3 | -6 | -3 | -1 | -10 | 1.7 | -13
CC(=O)N/C(=C\c1ccccc1)C(=O)OCc1ccc(C)cc1 | -4 | 0 | -2 | -27 | 18 | 3 | -0.5 | 0
CC1(C(=O)Nc2ccc(S(=O)(=O)Nc3ncccn3)cc2)CCCC1 | -4 | 0 | -5 | 1 | -1 | -2 | -1.0 | 4
c1ccc(-c2sc3ccccc3c2-c2ccc(OCCN3CCCC3)cc2)cc1 | -15 | 0 | 11 | -5 | 26 | 3 | 0.6 | -12
C=CCNC(=O)COc1ccc(S(=O)(=O)N2CCCC2)cc1 | 4 | -4 | -10 | 0 | 2 | -11 | -2.0 | 9
CC(=O)Nc1cccc(N=NN2CCOCC2)c1 | -8 | -2 | -6 | 0 | 6 | -3 | -0.2 | 0
CC1(C)CC(=O)c2cnc(NC(=O)c3ccco3)nc2C1 | -27 | -4 | 2 | 0 | -6 | 7 | -1.7 | -28
CCN(CC)CCNC(=O)CNC(=O)c1nn(-c2ccc(OC)c(OC)c2)c(=O)c2ccccc12 | -6 | 3 | 1 | -3 | 5 | 0 | -1.6 | -2

Screening data (PubChem)
